CF NFkB inh = inhibitors of cystic fibrosis induced NF-kB; KKLEB NF-kB-GFP reporter, PAF-induced, GFP fluorescence overnight; inhibition, % at 5 µM; 0.86% of 360,000 active;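 active = at least 50% inhibition at 5 µM, scaled per plate between neutral and stimulator controls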;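 also: PAF is a Pseudomonas aeruginosa culture filtrate used as stimulus; plate controls were PAF-stimulated DMSO wells for no effect and unstimulated DMSO wells for full effect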
TWEAK Fn14 block = TWEAK-Fn14 signaling inhibition. TWEAK-stimulated Fn14 reporter cells, luciferase luminescence, 8 h. inhibition, % at 10 µM. 2% of 360,000 active. AID 1159606; in the data active = inhibition above about 50%
KKLEB cytotox = counter-screen for CF NF-kB inhibitors: cytotoxicity. KKLEB CF airway cells viability, ATPlite luminescence, overnight; stronger effect = lower value; cells stimulated with P. aeruginosa culture filtrate. activity change (cytotoxicity), % at 5 µM. 0.36% of 360,000 active. AID 602141;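 active = corrected activity change at or below -50% at 5 µM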
NR2E3 ag-1 = agonists of human NR2E3 nuclear receptor. Q9Y5X4. CHO-S Gal4-NCOR/VP16-NR2E3 two-hybrid, luciferase. inhibition of corepressor binding, % at 3.98 µM. 0.35% of 360,000 active. AID 602229;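 active = inhibition above the mean of all tested compounds plus 3 SD, cut at about 70% in these data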;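 also: 0% = DMSO with NR2E3 transfected cells and 100% = cells lacking NR2E3 construct; higher means lower luciferase signal from less NR2E3 corepressor binding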
Target sequence (Q9Y5X4 whole entry, looked up, the tested form may be a part): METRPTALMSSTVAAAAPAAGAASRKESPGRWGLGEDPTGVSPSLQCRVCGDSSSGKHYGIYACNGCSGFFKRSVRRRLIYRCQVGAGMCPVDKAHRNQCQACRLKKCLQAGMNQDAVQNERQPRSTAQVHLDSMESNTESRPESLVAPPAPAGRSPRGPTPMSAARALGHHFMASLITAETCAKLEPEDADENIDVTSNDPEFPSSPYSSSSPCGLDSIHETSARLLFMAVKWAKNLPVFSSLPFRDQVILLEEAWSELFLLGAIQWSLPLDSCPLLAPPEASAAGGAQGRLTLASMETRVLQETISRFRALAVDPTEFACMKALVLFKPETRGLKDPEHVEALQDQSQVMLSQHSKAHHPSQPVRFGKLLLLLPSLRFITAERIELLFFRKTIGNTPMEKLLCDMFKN
hiPSC survival = enhancers of human iPSC single-cell survival | hiPSC single-cell survival, ATPlite luminescence; 100% = ROCK inhibitor wells, 0% = DMSO | survival enhancement, % at 20 µM | 0.044% of 360,000 active | AID 602274; in the data active = survival enhancement above about 18%;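 also: cells exposed to compounds for 16 hours before the ATP read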
aDG glyco up = alpha-DG glycosylation activation | Pro5-aDG cells, alpha-DG glycosylation AlphaScreen (IIH6); 0% Pro5, 100% B10-LARGE cell signal | activation, % at 10 µM | 0.22% of 360,000 active | AID 624168;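 active = activation of at least 8% versus controls, or a plate z-score of at least 8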;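 also: Pro5 are CHO cells carrying HIG-tagged alpha-DG that lacks glycosylation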
NR2E3 ag-2 = NR2E3 (human) agonism. inhibition of corepressor binding, % at 4.78 µM. GST-NR2E3/biotin-RetCOR TR-FRET, 1536-well. AID 2300. Q9Y5X4. 0.12% of 320,000 active;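 active = percent inhibition above the cutoff of mean plus 3 SD of all tested compounds, set per screening campaign, cut at about 20% in these data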;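 also: 0% = DMSO wells and 100% = biotin wells as full block of FRET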
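Material: NR2E3–RetCOR corepressor complex / Incubation: Compound–protein incubation for 5 h at 4 °C / Dosing: compound at 4.8 µM, single dose / Detection: time-resolved FRET / Benchmarks: high control biotin, low control 0.6% DMSO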
Shn3 inh set2 = Schnurri-3 reporter inhibition in Clone20 osteoblasts | Clone20 osteoblast Shn3 3'UTR firefly luciferase, 24 h | inhibition, % at 12.5 µM | 0.52% of 360,000 active;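 active = mean inhibition of at least 75% with every replicate also reaching 75%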;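 also: 0% = median of neutral control wells and 100% = pilot-screen positive control compound; some compounds past the cut are filed as inactive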
Peg3 promoter = Peg3 promoter activity inhibition; 1.7% of 360,000 active; AID 588405; HeLa PEG-Prom luciferase reporter, luminescence, overnight; inhibition, % at 20 µM;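 active = inhibition of at least 50% at 20 µM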
TRPM1 prom inh = reduces MITF-dependent TRPM1 promoter luciferase signal | SK-MEL-5 TRPM1 promoter luciferase, 24 h | inhibition, % at 12.5 µM | 0.83% of 330,000 active;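 active = mean inhibition across replicates of 60% or more, whatever share of single replicates reaches that level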; also: values of inactives mirror those of a sister screen read the other way
HIF-2a block = HIF-2a inhibition | 786-0 RCC cells HIF-2a reporter, luciferase luminescence, overnight | inhibition, % at 18.8 µM | 0.72% of 360,000 active | AID 624352;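 active = inhibition of the luminescence signal of 40% or more relative to plate controls, in a single-dose primary screen at 18.75 µM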
The depositor's hits bear a star; / = not tested or not shown; & = joins results of further samples.

SMILES | CF NFkB inh | TWEAK Fn14 block | KKLEB cytotox | NR2E3 ag-1 | hiPSC survival | aDG glyco up | NR2E3 ag-2 | Shn3 inh set2 | Peg3 promoter | TRPM1 prom inh | HIF-2a block
COc1ccc(NC(=O)N2Cc3ccccc3CC2C(=O)NC(C)(C)C)cc1 (centres undefined) | 6 | 3 | 1 | -14 | 1.5 | 0.0 | -2 | -1 | 7 | -8 | 17
Cc1cc2nc(C(C)(C)C)c(Cc3cccc(F)c3)n2c(C)c1Br | 38 | -10 | -34 | 14 | -0.7 | 0.1 | / | 7 | -1 | / | 17
Cc1ccc(-c2csc(Nc3ccccn3)n2)cc1 | -8 | 82* | -10 | -86 | -0.9 | 0.2 | -1 | 25 | -18 | 10 | -4
CCOC(=O)[C@]12CCC=C1N(Cc1ccc(Cl)cc1Cl)C(=O)[C@H](CC(=O)NCCCOC)C2 | / | 14 | / | -22 | -1.1 | 0.2 | / | / | / | / | 9
COC(=O)C1=C(C)N(C(C)C)C(=O)C1(NC(C)=O)C(F)(F)F (centres undefined) | 2 | -9 | -2 | 2 | -2.2 | -0.1 | 2 | -21 | -9 | 2 | 10
CCOc1ccc(NC(=O)c2sccc2-n2cccc2)cc1 | -30 | -16 | 7 | 2 | -1.4 | -0.4 | 3 | -8 | -22 | 8 | -78
Cc1cccc(C(=O)NCCC(=O)Nc2nc(C)c(Cc3ccc4c(c3)OCO4)s2)c1 | -12 | -5 | -4 | 24 | -0.3 | 0.3 | -1 | 9 | 1 | -9 | 10
O=C(CSc1ccsc1[N+](=O)[O-])NCc1ccccc1 | -11 | 1 | -4 | -54 | -0.3 | 0.0 | 0 | -53 | -160 | -28 | -167
COC(=O)CSc1nc2c(c(-c3ccc(C)o3)c1C#N)CCCC2 | 19 | 17 | -10 | -6 | 0.1 | 0.2 | 1 | 8 | 8 | -3 | 12
COC(=O)C1C(=O)OC(C)(C)C1C(C)C(=O)c1ccccc1 (centres undefined) | -1 | -2 | -9 | -7 | 4.7 | -0.1 | 0 | 21 | 1 | 1 | 8
COc1ccc(NS(=O)(=O)c2ccc3c(c2)N(C(C)=O)CCS3)cc1 | -8 | 19 | -3 | 19 | -0.5 | -0.3 | 1 | 14 | 15 | 8 | 14
CN(CC(=O)Nc1ccc(N2CCOCC2)cc1)C(=O)c1cc(F)c(F)cc1Cl | 5 | 1 | 3 | 8 | -0.5 | 0.4 | 5 | 0 | -1 | -10 | -12
Cc1ccc2cc(C#N)c(SCC(=O)N3CCCC3)nc2c1 | -10 | -22 | -8 | -23 | -0.5 | 0.2 | 0 | -36 | -107 | -65 | -130
Cc1ccc(C(=O)N/C(=C\c2ccco2)C(=O)N2CCCCC2)cc1 | -7 | -4 | -6 | -51 | 0.1 | -0.1 | 3 | 0 | 3 | -10 | 6
O=C(CCS(=O)(=O)c1ccc2c(c1)NC(=O)CS2)NCc1ccccc1Cl | -6 | -5 | -4 | -16 | 0.2 | -0.2 | -2 | -18 | -2 | 8 | -3
COc1ccc(C2SCC(=O)N2c2ccc(OC)cc2)cc1 (centres undefined) | -5 | 11 | 1 | -2 | -0.1 | 0.1 | 2 | -14 | 3 | 2 | 11
CNC(C)C(=O)NC(C(=O)NC(C)C(=O)NNc1ccccc1)C(C)C (centres undefined) | -40 | -6 | -2 | 2 | 1.7 | 2.1 | / | 7 | -19 | / | -5
O=C(/C=C/c1cccnc1)c1ccc(NC(=O)c2cccc(Br)c2)cc1 | -7 | -26 | -4 | -34 | -6.3 | -0.5 | -1 | -1 | 24 | -4 | -92
NC(=O)C1CCN(C(=O)c2ccccc2CCc2ccccc2)CC1 | 8 | 4 | -2 | 13 | 0.1 | 0.0 | / | 6 | -3 | 13 | 10
CCOC(CNC(=O)C1CCN(S(=O)(=O)c2ccc3nc4c(c(C(=O)O)c3c2)CCCCC4)CC1)OCC | 0 | -16 | 7 | 11 | -0.3 | 0.3 | 0 | -22 | -9 | 14 | 6
O=C(CSc1nnc(NC(=O)C2CC2)s1)Nc1ccc2c(c1)OCCO2 | 11 | 9 | -14 | -9 | -0.7 | 0.1 | 1 | 1 | 0 | 1 | -10
CCOC(=O)CSc1nnc(NC(=O)CCc2ccccc2)s1 | 24 | -4 | -13 | -29 | -0.4 | -0.2 | 1 | -7 | 2 | 8 | 12
COc1cccc(OCc2cc(C(=O)N3CCN(C(=O)c4ccco4)CC3)no2)c1 | -6 | -18 | 1 | -99 | 0.1 | 0.0 | 3 | -65 | -252 | -90 | -207
Cc1ccc(C(c2nnnn2Cc2cccs2)N2CCN(Cc3ccc4c(c3)OCO4)CC2)cc1 (centres undefined) | 4 | -13 | -4 | -17 | -0.8 | 0.5 | 1 | 8 | 10 | 2 | 16
CC(=O)O[C@H]1C(=O)[C@@]2(C)[C@H]([C@H](OC(=O)c3ccccc3)[C@]3(O)C[C@H](OC(=O)[C@H](O)C(NC(=O)c4ccccc4)c4ccccc4)C(C)=C1C3(C)C)[C@]1(OC(C)=O)CO[C@@H]1C[C@@H]2O (some centres undefined) | 4 | 23 | -4 | -21 | -2.8 | -0.1 | 5 | 33&35 | 20 | 22 | 10

Brought forward from above: 4 compounds, followed by the next part.
SMILES | CF NFkB inh | TWEAK Fn14 block | KKLEB cytotox | NR2E3 ag-1 | hiPSC survival | aDG glyco up | NR2E3 ag-2 | Shn3 inh set2 | Peg3 promoter | TRPM1 prom inh | HIF-2a block
CCOC(=O)CSc1nnc(NC(=O)CCc2ccccc2)s1 | 24 | -4 | -13 | -29 | -0.4 | -0.2 | 1 | -7 | 2 | 8 | 12
COc1cccc(OCc2cc(C(=O)N3CCN(C(=O)c4ccco4)CC3)no2)c1 | -6 | -18 | 1 | -99 | 0.1 | 0.0 | 3 | -65 | -252 | -90 | -207
Cc1ccc(C(c2nnnn2Cc2cccs2)N2CCN(Cc3ccc4c(c3)OCO4)CC2)cc1 (centres undefined) | 4 | -13 | -4 | -17 | -0.8 | 0.5 | 1 | 8 | 10 | 2 | 16
CC(=O)O[C@H]1C(=O)[C@@]2(C)[C@H]([C@H](OC(=O)c3ccccc3)[C@]3(O)C[C@H](OC(=O)[C@H](O)C(NC(=O)c4ccccc4)c4ccccc4)C(C)=C1C3(C)C)[C@]1(OC(C)=O)CO[C@@H]1C[C@@H]2O (some centres undefined) | 4 | 23 | -4 | -21 | -2.8 | -0.1 | 5 | 33&35 | 20 | 22 | 10
CCCc1nnc(SCC(=O)N2CCOCC2)n1CCCOC | 9 | -5 | -7 | -8 | -1.2 | 0.1 | 2 | -7 | -1 | -7 | 7
COc1ccc(NC(=O)/C=C/c2ccccc2)cn1 | 8 | -17 | -17 | -18 | -0.9 | -0.4 | 1 | -123 | -268 | -112 | -214
COc1ccc(OC2C(=O)N(CCc3ccc(OC)c(OC)c3)C2c2ccc3c(c2)OCO3)cc1 (centres undefined) | -10 | -6 | -5 | 7 | 9.9 | 0.0 | -1 | 12 | 37 | -9 | 18
COc1cccc2[nH]c3c(N4CCC(C(N)=O)CC4)ncnc3c12 | 2 | -4 | -4 | -48 | -3.4 | 0.2 | 0 | -5 | -57 | 12 | -13
O=C(Nc1nnc(C2CCCCC2)s1)C1CC(=O)N(c2ccccc2)C1 (centres undefined) | 3 | -15 | 1 | -16 | 0.6 | 0.0 | -2 | 0 | 13 | 20 | -1
CC(=NNc1nc2ccccc2s1)c1ccncn1 | -24 | 1 | -7 | 63 | -1.6 | -0.7 | / | 88* | -18 | 38 | -119
COc1cc(-c2nc3ccc(C)cn3c2NCc2ccccc2)ccc1-c1cccc(Cl)c1 | 8 | -4 | -5 | 7 | -1.3 | 2.6 | / | 60 | -17 | -17 | -48
CN1/C(=C\C(=O)COC(=O)c2ccc(O)cc2)C(C)(C)c2ccccc21 | -11 | 19 | 8 | -26 | -0.2 | 0.3 | 3 | 48 | 0 | 19 | 16
COc1ccc(NC(C)C(=O)Nc2cccc(S(=O)(=O)N3CCOCC3)c2)cc1OC (centres undefined) | 6 | 14 | -2 | 13 | -1.3 | 0.3 | / | 50 | 9 | 14 | 17
C=CCN1C(=O)c2cccc3c(Br)ccc(c23)C1=O | -19 | 6 | -27 | 0 | -1.9 | -0.4 | 7 | 22 | 3 | -5 | 12
CNc1nnc(-c2ccc(N(C)C)cc2)s1 | 7 | 62* | -14 | -93 | -4.4 | 0.0 | 0 | -7 | -130 | -28 | -8
COc1cc(C2CC(=O)Nc3c2c(=O)nc2c(C)cccn32)cc(OC)c1OC (centres undefined) | 22 | 10 | -1 | -11 | 0.4 | -0.6 | 4 | -2 | 14 | -2 | 12
COc1cccc(S(=O)(=O)N(C)C[C@@H]2Oc3cc(C#CCN(C)C)ccc3S(=O)(=O)N([C@H](C)CO)C[C@@H]2C)c1 | -6 | -23 | 1 | -11 | 0.7 | -0.2 | / | 18 | 7 | / | -3
Cc1ccc(S(=O)(=O)N2CCN(S(=O)(=O)N3CCC(C)CC3)CC2)c(C)c1 | -16 | 7 | -2 | 2 | 2.0 | 0.0 | 5 | 15 | 8 | -6 | 8
OC1C=CSc2nc3ccccc3n21 (centres undefined) | -5 | 23 | -6 | -4 | 0.1 | -0.2 | -2 | 50 | -21 | 1 | 10
Cc1cccc(NC(=O)C(=O)C2C(=O)Nc3ccccc32)c1 (centres undefined) | 2 | 20 | -5 | -32 | 1.2 | 0.6 | 2 | 2 | -11 | 4 | -15
COc1ccc(C)cc1NS(=O)(=O)c1ccc(-c2cnc(C3CC3)o2)cc1 | 41 | 43 | 11 | 103* | -0.5 | 0.6 | -1 | 90* | 6 | 68* | 40
O=C(O)C1Oc2cc3ccccc3cc2O1 | -12 | 19 | -2 | -7 | -0.4 | 0.0 | -1 | 5 | 0 | -7 | 26
O=[N+]([O-])c1ccc(S(=O)(=O)N2CCN(C3CCN(Cc4ccccc4)CC3)CC2)cc1 | 12 | 7 | -6 | -13 | 0.0 | 0.3 | -2 | 6 | 9 | 7 | 3
Cn1c(C(=O)N2CCc3ccccc3C2)cc2c(=O)n3ccccc3nc21 | 0 | 1 | 5 | -7 | 0.1 | 0.1 | 1 | -8 | -10 | 1 | -19
COc1ccc(N=Nc2ccc(CO)cc2)cc1 | -19 | 37 | 8 | -102 | -0.9 | -0.1 | 0 | -55 | -232 | -46 | -118
CC(OC(=O)c1nc(Cl)ccc1Cl)C(=O)Nc1ccccc1F (centres undefined) | 9 | 1 | 16 | -10 | -0.4 | 0.0 | 1 | -10 | 3 | 2 | 14
CC1(C(=O)N(CC(=O)NC2CCCC2)C2CCCC2)CC(=O)N=C2C=CC=CN21 (centres undefined) | 9 | 2 | -8 | 17 | -0.6 | -0.2 | -2 | -12 | -15 | -1 | -9
S=C(Nc1ccc(Cl)cc1)NC1CC2CCCC(C1)N2C1CC1 (centres undefined) | 5 | -12 | -10 | -28 | -4.7 | 0.5 | 3 | 9 | 15 | 5 | 8
CCCCn1c(N)c(N(CCC(C)C)C(=O)c2ccc([N+](=O)[O-])o2)c(=O)[nH]c1=O | 10 | -4 | 6 | 11 | -0.3 | 0.3 | -2 | -24 | -4 | 7 | 11
CCNc1nc(NOC)nc(OCC#N)n1 | -18 | -26 | 12 | 9 | -2.5 | 0.0 | 2 | 4 | 9 | -8 | 8
CCN1/C(=C\C(C)=O)Sc2ccc(OC)cc21 | -10 | -6 | 1 | -24 | 0.3 | -0.1 | 1 | 3 | 4 | 1 | 3

Assay outcomes deposited in PubChem by several laboratories.
